All columns: NCI-60 one-dose screen, growth in % after 48 h at 10 µM unless noted; 100 = growth as untreated, 0 = no growth, -100 = all killed.
EKVX: EKVX NSCLC. 3% of 71,000 active
CCRF-CEM: CCRF-CEM leukemia; 7% of 77,000 active; AID 1794778
MOLT-4: MOLT-4 leukemia cells; AID 1794779; 6.9% of 80,000 active
HOP-92: HOP-92 NSCLC cells. AID 1794738. 6.3% of 71,000 active
K-562: K-562 leukemia. 7.4% of 78,000 active. AID 1794777
SR: SR leukemia cells; AID 1794780; 8.7% of 73,000 active
RPMI-8226: RPMI-8226 leukemia cells; AID 1794781; 7.5% of 77,000 active
HOP-62: HOP-62 NSCLC; 3.9% of 80,000 active
An asterisk follows results filed as active; & = joins results of further samples; ! = a repeat was not active. The calls were made as follows: active = growth percent below 10; inactive = the rest. Compounds as they come; any-hit rate near 13%.

Screening Cc1ccccc1NC(=O)Oc1c(Cl)c(Cl)c(Cl)c(Cl)c1Cl returned EKVX 87, CCRF-CEM 111, MOLT-4 109, HOP-92 93, K-562 96, SR 114, RPMI-8226 105 and HOP-62 68.
Screening CN1CCN(CCCn2c3c(sc4ncccc43)c(=O)n3nnc(-c4ccccc4)c23)CC1 returned EKVX 97, CCRF-CEM -21*, MOLT-4 -35*, HOP-92 60, K-562 1.3*, SR -25*, RPMI-8226 73 and HOP-62 -76*.
For CCCOC(=O)Nc1nc2ccc(SCC(C)C)cc2s1 the results were EKVX 52, CCRF-CEM 23, MOLT-4 34, HOP-92 48, K-562 21, SR 14, RPMI-8226 28 and HOP-62 41.
Cc1ccc(OC(=O)c2ccccc2C)cc1 was read as EKVX 100, CCRF-CEM 102, MOLT-4 89, HOP-92 92, K-562 111, SR 92, RPMI-8226 98 and HOP-62 95.
Screening O=C1OC(C(Cl)(Cl)Cl)Nc2ccccc21 (stereo unspecified) returned MOLT-4 96, K-562 95, SR 103, RPMI-8226 103 and HOP-62 95.
`CCOC(=O)c1c2c(c(-c3ccc(OC)cc3)n1Cc1ccc(OC)cc1)CCCc1cnoc1-2` gave EKVX 85, CCRF-CEM 80, MOLT-4 70, HOP-92 75, K-562 73, SR 65, RPMI-8226 68 and HOP-62 96.
Clc1cccc(C2Oc3ccc(Cl)cc3C3CC(c4cccs4)=NN32)c1 (stereo unspecified) was read as EKVX 58, CCRF-CEM 76, MOLT-4 73, HOP-92 55, K-562 82, SR 90, RPMI-8226 74 and HOP-62 94.
O=C(O)CNC(=O)Nc1ccccc1Cl was read as EKVX 100, MOLT-4 101, K-562 103 and HOP-62 88.
CC(=O)C(C(C)=O)C(C(C)=O)C(C)=O was read as EKVX 84, CCRF-CEM 72, MOLT-4 59, HOP-92 59, K-562 56, SR 57 and HOP-62 93.
`COc1ccc(-c2c(N)n[nH]c2-c2cc(Cl)ccc2O)cc1` gave EKVX 71, CCRF-CEM 71, MOLT-4 85, HOP-92 77, K-562 86, SR 52 and HOP-62 74.
Cc1ccc(-c2ccc(F)cc2)n1Cc1ccc(Cl)cc1 was read as CCRF-CEM 73, MOLT-4 58, HOP-92 62, K-562 95, SR 68, RPMI-8226 80 and HOP-62 97.
`COc1cc(-c2nc(-c3ccccc3)[nH]c2-c2ccnc(NCCCNS(=O)(=O)c3ccc(F)cc3)n2)ccc1Cl` gave EKVX 41, CCRF-CEM 37, MOLT-4 32, HOP-92 89, K-562 49, SR 53, RPMI-8226 43 and HOP-62 106.
Screening COc1cccc(C(=O)Nc2ccc(-c3cc(=O)c4c(O)c(OC)c(OC)cc4o3)cc2)c1 returned EKVX 102, CCRF-CEM 101, MOLT-4 102, HOP-92 114, K-562 97, SR 102, RPMI-8226 93 and HOP-62 114.
For O=C(O)c1cc(CCc2cc(O)ccc2O)ccc1O the results were EKVX 107, CCRF-CEM 104, MOLT-4 106, HOP-92 94, K-562 104, SR 94, RPMI-8226 105 and HOP-62 94.
Screening Cc1ccc(-c2nn(-c3ccccc3)cc2C2OC23CCc2ccccc2C3=O)cc1 (stereo unspecified) returned EKVX 88, CCRF-CEM 95, MOLT-4 89, SR 92, RPMI-8226 109 and HOP-62 97.
For COc1ccc(/C=N/Nc2nc(N/N=C/c3ccc(OC)cc3O)nc(N3CCCCC3)n2)c(O)c1 the results were EKVX 22, CCRF-CEM 28, MOLT-4 22, HOP-92 98, K-562 22, SR 45, RPMI-8226 36 and HOP-62 49.
For O=C(CNc1cccc(Cl)c1)Cn1cc(COc2ccc(C=Nc3cnc4ccccc4c3)cc2)nn1 the results were EKVX 107, CCRF-CEM 104, MOLT-4 109, HOP-92 118, K-562 100, SR 103, RPMI-8226 115 and HOP-62 105.
CCCCCc1cc[n+](CC(=O)c2ccc(Cl)cc2)cc1 was read as EKVX 93, CCRF-CEM 102, MOLT-4 93, HOP-92 78, K-562 91, SR 86, RPMI-8226 91 and HOP-62 93.
Screening CC1(C)CC[C@]2(C(=O)O)CC[C@]3(C)C(=CCC4[C@@]5(C)C[C@@H](O)[C@@H]6OC(c7cccc(Cl)c7)OC[C@@]6(C)C5CC[C@]43C)C2C1 (stereo partly specified) returned EKVX 61, CCRF-CEM 63, MOLT-4 65, HOP-92 69, K-562 54, SR 79, RPMI-8226 68 and HOP-62 85.
Brc1ccc2[nH]cc(-c3csc4nc(-c5ccccc5)cn34)c2c1 was read as EKVX 75, CCRF-CEM 80, MOLT-4 62, HOP-92 62, K-562 58, SR 57, RPMI-8226 79 and HOP-62 83.
`O=C(Nc1ccccc1)OCCOc1ccc(Cl)cc1Cl` gave EKVX 86&108, CCRF-CEM 72&96, MOLT-4 109&83, HOP-92 87&109, K-562 114, SR 97, RPMI-8226 84&90 and HOP-62 109&113.
CCOC(=O)C1=NN(c2ccccc2)C2=NC(=O)/C(=C\c3cn(-c4ccccc4)nc3-c3cc4ccccc4o3)C(=O)N12 was read as EKVX 90, CCRF-CEM 96, MOLT-4 96, HOP-92 63, K-562 75, SR 98 and RPMI-8226 83.
Cc1ccc(S(=O)(=O)NC(=S)S)cc1 was read as EKVX 99, CCRF-CEM 87, MOLT-4 91, HOP-92 82, K-562 100, RPMI-8226 57 and HOP-62 54.
For CCc1c(Cl)nc(N)nc1Nc1ccc(Cl)c(Cl)c1 the results were EKVX 66, CCRF-CEM 87, MOLT-4 86, HOP-92 92, K-562 72, SR 77, RPMI-8226 70 and HOP-62 96.
For c1ccc2sc(Cc3nn[nH]n3)nc2c1 the results were EKVX 82, CCRF-CEM 96, MOLT-4 106, HOP-92 93, K-562 96, SR 100, RPMI-8226 95 and HOP-62 87.
Screening O=C1/C(=C/c2ccc(OCCCCCCOc3ccccc3Cl)cc2)N=C2SCCCN12 returned EKVX 97, CCRF-CEM 90, MOLT-4 67, HOP-92 91, K-562 78, SR 94, RPMI-8226 64 and HOP-62 107.
COc1ccc(C2SCC(=O)N2NC(=O)c2ccc(C)nc2)cc1 (stereo unspecified) was read as EKVX 93, CCRF-CEM 137, MOLT-4 108, HOP-92 81, K-562 118, SR 122, RPMI-8226 109 and HOP-62 92.
`O=S1(=O)CC(Br)C(Br)C1` (stereo unspecified) gave EKVX 94, CCRF-CEM 34, MOLT-4 69&61, HOP-92 5.9*!, K-562 70&47, SR 54, RPMI-8226 83&86 and HOP-62 116&104.
Cc1ccc(S(=O)(=O)N/N=C2\CC3CC2C2CCCC32)cc1 (stereo unspecified) was read as EKVX 102, CCRF-CEM 96, MOLT-4 97, HOP-92 101, K-562 72, SR 124, RPMI-8226 99 and HOP-62 110.
Screening Nc1ncnc2c1N=C(c1ccccc1)CC(c1sc(Cl)nc1Cl)N2 (stereo unspecified) returned CCRF-CEM 92, HOP-92 84, K-562 95, SR 108, RPMI-8226 84 and HOP-62 105.
Screening Nc1ccc(CC[C@H]2CCC/C=C/[C@@H]3C[C@H](O)C[C@H]3[C@H](O)/C=C/C(=O)O2)cc1 returned EKVX 8.9*, CCRF-CEM -3.7*, MOLT-4 -19*, K-562 11, SR 1.1*, RPMI-8226 -4.0* and HOP-62 14.
CCOC(=O)c1c(C)nc2c(c1N)/C(=C/c1ccco1)C(=O)N2Cc1ccccc1 was read as EKVX 98, CCRF-CEM 91, MOLT-4 96, HOP-92 98, K-562 103, SR 101, RPMI-8226 101 and HOP-62 97.
Screening Cc1c(CNC(=O)CN2CCN(c3ccccc3)CC2)nn(-c2ccccc2)c1CC(C)C returned EKVX 94, CCRF-CEM 95, MOLT-4 66, HOP-92 70, K-562 76, SR 67, RPMI-8226 80 and HOP-62 87.
O=C(O)c1cccc2c1Cc1cc(Cl)ccc1-2 was read as EKVX 99, CCRF-CEM 99, MOLT-4 80, HOP-92 91, K-562 102, SR 72, RPMI-8226 111 and HOP-62 97.
`COC(=O)c1nc(=S)[nH]c(C(=O)OC)c1C(=O)c1ccc(C)cc1` gave EKVX 96, MOLT-4 113, K-562 112, SR 113, RPMI-8226 100 and HOP-62 108.
For CCN(CC)CCCC(C)Nc1ccnc2cc(Cl)ccc12 (stereo unspecified) the results were EKVX 94, CCRF-CEM 88, MOLT-4 77, HOP-92 77, K-562 39, SR 44, RPMI-8226 67 and HOP-62 81.

11 compounds from above, ordered by heavy-atom count, smallest number first:
`O=S1(=O)CC(Br)C(Br)C1` (stereo unspecified) gave EKVX 94, CCRF-CEM 34, MOLT-4 69&61, HOP-92 5.9*!, K-562 70&47, SR 54, RPMI-8226 83&86 and HOP-62 116&104.
Cc1ccc(S(=O)(=O)NC(=S)S)cc1 was read as EKVX 99, CCRF-CEM 87, MOLT-4 91, HOP-92 82, K-562 100, RPMI-8226 57 and HOP-62 54.
For c1ccc2sc(Cc3nn[nH]n3)nc2c1 the results were EKVX 82, CCRF-CEM 96, MOLT-4 106, HOP-92 93, K-562 96, SR 100, RPMI-8226 95 and HOP-62 87.
O=C(O)c1cccc2c1Cc1cc(Cl)ccc1-2 was read as EKVX 99, CCRF-CEM 99, MOLT-4 80, HOP-92 91, K-562 102, SR 72, RPMI-8226 111 and HOP-62 97.
For CCc1c(Cl)nc(N)nc1Nc1ccc(Cl)c(Cl)c1 the results were EKVX 66, CCRF-CEM 87, MOLT-4 86, HOP-92 92, K-562 72, SR 77, RPMI-8226 70 and HOP-62 96.
COc1ccc(C2SCC(=O)N2NC(=O)c2ccc(C)nc2)cc1 (stereo unspecified) was read as EKVX 93, CCRF-CEM 137, MOLT-4 108, HOP-92 81, K-562 118, SR 122, RPMI-8226 109 and HOP-62 92.
Screening Nc1ncnc2c1N=C(c1ccccc1)CC(c1sc(Cl)nc1Cl)N2 (stereo unspecified) returned CCRF-CEM 92, HOP-92 84, K-562 95, SR 108, RPMI-8226 84 and HOP-62 105.
Screening Nc1ccc(CC[C@H]2CCC/C=C/[C@@H]3C[C@H](O)C[C@H]3[C@H](O)/C=C/C(=O)O2)cc1 returned EKVX 8.9*, CCRF-CEM -3.7*, MOLT-4 -19*, K-562 11, SR 1.1*, RPMI-8226 -4.0* and HOP-62 14.
CCOC(=O)c1c(C)nc2c(c1N)/C(=C/c1ccco1)C(=O)N2Cc1ccccc1 was read as EKVX 98, CCRF-CEM 91, MOLT-4 96, HOP-92 98, K-562 103, SR 101, RPMI-8226 101 and HOP-62 97.
Screening O=C1/C(=C/c2ccc(OCCCCCCOc3ccccc3Cl)cc2)N=C2SCCCN12 returned EKVX 97, CCRF-CEM 90, MOLT-4 67, HOP-92 91, K-562 78, SR 94, RPMI-8226 64 and HOP-62 107.
Screening Cc1c(CNC(=O)CN2CCN(c3ccccc3)CC2)nn(-c2ccccc2)c1CC(C)C returned EKVX 94, CCRF-CEM 95, MOLT-4 66, HOP-92 70, K-562 76, SR 67, RPMI-8226 80 and HOP-62 87.

Remaining list, next part:
Screening O=C1OCC2=C1C(c1cccc(Cl)c1)c1cc3c(cc1N2CCO)OCO3 (stereo unspecified) returned EKVX 57, CCRF-CEM 9.4*, MOLT-4 26, K-562 15, SR 32, RPMI-8226 22 and HOP-62 31.
CC(=O)NC[C@H]1CN(c2ccc(N3CCSCC3)c(F)c2)C(=O)O1 was read as EKVX 175, CCRF-CEM 111, MOLT-4 132, HOP-92 112, K-562 134, RPMI-8226 131 and HOP-62 107.
For NC(=O)N/N=C/c1ccc(Br)o1 the results were EKVX 101, CCRF-CEM 108, MOLT-4 98, K-562 104, SR 98, RPMI-8226 109 and HOP-62 94.
For Cc1ccc([C@@H]2C[C@@H]3Cc4cc(Br)c5ccccc5c4N2O3)o1 the results were EKVX 81, CCRF-CEM 94, MOLT-4 87, HOP-92 82, K-562 98, SR 89 and RPMI-8226 86.
`CC(=O)C1=C(C)NNc2c3ncnc-3ncn21` gave CCRF-CEM 94, MOLT-4 101, HOP-92 99, K-562 100, SR 107, RPMI-8226 103 and HOP-62 101.
COc1ccc2c(c1)/C(=C/c1c(-c3cc(OC)c(OC)c(OC)c3)nc3sccn13)C(=O)N2 was read as EKVX 94, CCRF-CEM -43*, MOLT-4 -61*, HOP-92 32, K-562 87, SR -41* and RPMI-8226 61.
O=C(CNc1ccc(S(=O)(=O)N2CCCCC2)cc1)N1CCCc2ccccc21 was read as EKVX 121, CCRF-CEM 99, MOLT-4 95, HOP-92 51, K-562 116, SR 114, RPMI-8226 43 and HOP-62 87.
For O=C(NC1CCS(=O)(=O)C1)c1ccc(C(=O)c2ccccc2)cc1 (stereo unspecified) the results were EKVX 96, CCRF-CEM 127, MOLT-4 109, HOP-92 101, K-562 108, SR 133, RPMI-8226 73 and HOP-62 101.
For CC1(C)Nc2cccc3cccc(c23)N1 the results were EKVX 106, CCRF-CEM 59, MOLT-4 106, HOP-92 83, K-562 128, SR 113, RPMI-8226 96 and HOP-62 104.
Screening O=C(C=P(c1ccccc1)(c1ccccc1)c1ccccc1)c1ccc(Br)cc1 returned CCRF-CEM 55, MOLT-4 0.4*, HOP-92 67, K-562 35, SR 57, RPMI-8226 47 and HOP-62 125.
For O=C(Nc1ccc(Cl)cc1)c1ccc(-n2c(=O)[nH]c3ccccc3c2=O)cc1 the results were EKVX 93, CCRF-CEM 108, MOLT-4 102, HOP-92 57, K-562 94, SR 77, RPMI-8226 115 and HOP-62 73.
Cc1nnc2n(N)c(=O)c3cnn(-c4ccccc4)c3n2c1=O was read as EKVX 95, CCRF-CEM 103, MOLT-4 109, HOP-92 79, K-562 112, SR 107, RPMI-8226 103 and HOP-62 95.
